# NPSR antagonist = qHTS Assay for Antagonists of the Neuropeptide S Receptor: cAMP Signal Transduction; CHO-NPSR cells, cAMP TR-FRET, antagonist mode; hit rate 1% among 220,000; Potency, µM (doses to about 38.3 µM), inactives show at the highest dose activity change, negative = inhibition, hits mostly inhibitors; further: potency means the concentration at half of the fitted maximal effect; on the % scale 0 is the no-effect control and ±100 the full control effect; nearly all actives have a fitted effect of over 50% in size; many of its hits are not listed in these tables
# TRb-SRC2 inh = qHTS for Inhibitors of the Interaction of Thyroid Hormone Receptor and Steroid Receptor Coregulator 2; Thyroid hormone receptor beta (Homo sapiens), P10828; TRbeta-SRC2 peptide binding, fluorescence polarization; receptor liganded with 1 µM T3; Potency, µM (highest dose often 106 µM), for the others: at the highest dose activity change, negative = inhibition, hits mostly inhibitors; hit rate 0.065% among 280,000;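 further: potency means the concentration at half of the fitted maximal effect; plate controls were bound peptide for no effect and peptide without receptor for full effect; nearly all actives have a fitted effect of over 50% in size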
# Target sequence (P10828 whole entry, looked up): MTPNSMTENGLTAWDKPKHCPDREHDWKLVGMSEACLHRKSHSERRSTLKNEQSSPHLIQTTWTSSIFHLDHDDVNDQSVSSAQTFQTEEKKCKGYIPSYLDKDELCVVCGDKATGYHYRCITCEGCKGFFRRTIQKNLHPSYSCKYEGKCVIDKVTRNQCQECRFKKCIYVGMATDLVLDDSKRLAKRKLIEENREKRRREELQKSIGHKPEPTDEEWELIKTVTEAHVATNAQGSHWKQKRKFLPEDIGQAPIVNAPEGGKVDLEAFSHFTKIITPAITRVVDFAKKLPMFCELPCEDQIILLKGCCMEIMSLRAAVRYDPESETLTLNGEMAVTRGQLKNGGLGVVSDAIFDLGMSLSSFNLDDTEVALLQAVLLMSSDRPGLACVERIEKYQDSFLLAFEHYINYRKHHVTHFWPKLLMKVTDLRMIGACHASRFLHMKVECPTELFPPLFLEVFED
#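 Fluorescence polarization of 20 nM Texas Red SRC2 peptide with 0.6 uM human TRb ligand-binding domain, in Tris buffer with 1uM T3 and 5% DMSO. Incubated 5 hr ambient; normalized to unbound and bound controls.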
# Tau fluor cs = Counterscreen qHTS for Inhibitors of Tau Fibril Formation, Fluorescence Polarization | tau K18 P301L Alexa594 fluorescence, heparin fibrillization | Potency, µM (highest dose often 57.7 µM), inactives show top-dose activity change, negative = decrease | hit rate 0.93% among 280,000 | AID 1463, 2008; further: potency means the concentration at half of the fitted maximal effect; on the % scale 0 is the no-effect control and ±100 the full control effect; nearly all actives have a fitted effect of over 55% in size
#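 Human tau K18 P301L (15 uM unlabeled, 0.24 uM Alexa 594-labeled) in 100 mM sodium acetate pH 7 with 20 uM heparin, 6 hr at 37 C. ThT 30 uM added, 1 hr ambient; Alexa 594 FP and total fluorescence read at 555/632 nm.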
# Epigenetic reg = Quantitative High-Throughput Screen for Regulators of Epigenetic Control; murine LDR cells, GFP reporter derepression, 30 h; Potency, µM (highest dose often 53.9 µM), inactives show top-dose GFP activation, usual class: activators; hit rate 0.2% among 280,000; AID 1865, 2009; further: potency means the concentration at half of the fitted maximal effect; % of control where 0% means no effect; nearly all actives have a fitted effect of over 60% in size
#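 GFP-positive cell count by laser-scanning cytometry (objects 20–120 um) after 30 h, 37 C compound exposure of murine LDR cells; reporter is CMV-GFP integrated at a silenced locus, inducible by HDAC or DNMT inhibitors.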
# GLA spleen mod = qHTS Assay for Inhibitors and Activators of Human alpha-Galactosidase From Spleen Homogenate; Potency, µM (highest dose often 80 µM), for the others: at the top dose activity change, negative = inhibition, actives largely listed as inhibitors; hit rate 0.008% among 240,000; Alpha-galactosidase A (Homo sapiens), P06280; human spleen homogenate, 4MU-alpha-Gal fluorescence, 40 min;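 further: potency means the concentration at half of the fitted maximal effect; 0% = enzyme with vehicle and -100% = no enzyme basal signal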
# Target sequence (P06280 32-429 limits assumed): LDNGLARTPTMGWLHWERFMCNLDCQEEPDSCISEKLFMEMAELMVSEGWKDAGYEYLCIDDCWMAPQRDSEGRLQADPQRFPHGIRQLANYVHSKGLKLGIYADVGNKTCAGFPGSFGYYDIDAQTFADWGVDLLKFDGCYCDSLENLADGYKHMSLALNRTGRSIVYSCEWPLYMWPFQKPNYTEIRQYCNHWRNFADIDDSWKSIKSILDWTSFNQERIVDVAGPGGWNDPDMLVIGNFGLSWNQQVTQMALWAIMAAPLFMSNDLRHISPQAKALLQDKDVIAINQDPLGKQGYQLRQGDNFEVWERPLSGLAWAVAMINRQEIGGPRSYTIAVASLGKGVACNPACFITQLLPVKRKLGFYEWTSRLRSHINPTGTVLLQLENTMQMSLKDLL
#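 Human spleen homogenate (1 ug) was the enzyme source, with 4-methylumbelliferyl-alpha-D-galactopyranoside (1 mM final) in pH 5.0 citrate buffer with 0.01% Tween-20. Compounds were titrated; after 40 min at 37C, NaOH/glycine stop, 4-MU fluorescence read; AC50 from Hill fits.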
# Tau FP inhib = qHTS for Inhibitors of Tau Fibril Formation, Fluorescence Polarization; K18 P301L tau heparin fibrillization, Alexa594 FP, 6 h; Potency, µM (titrated, usually from 57.7 µM), for the others: at the highest dose activity, negative = inhibition, most hits filed as inhibitors; AID 1468, 2008; hit rate 0.39% among 280,000; further: potency means the concentration at half of the fitted maximal effect; on the % scale 0 is the no-effect control and ±100 the full control effect; nearly all actives have a fitted effect of over 55% in size
# Target sequence (P10636 561-689 P618L limits assumed): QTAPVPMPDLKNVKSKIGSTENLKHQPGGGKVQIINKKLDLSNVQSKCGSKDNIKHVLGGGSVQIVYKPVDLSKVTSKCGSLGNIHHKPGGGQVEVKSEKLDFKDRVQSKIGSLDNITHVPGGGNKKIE
#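 Quantitative HTS format: compounds meet 15 uM recombinant K18 P301L tau and Alexa 594-tau tracer in 100 mM sodium acetate pH 7; 20 uM heparin triggers fibrillization at 37 C over 6 hr; FP gives the signal.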
# CBFb-RUNX1 inh = qHTS Assay for Compounds Blocking the Interaction Between CBF-beta and RUNX1 for the Treatment of Acute Myeloid Leukemia | Potency, µM (doses to about 59.8 µM), for inactives: at the top dose activity, negative = inhibition, hits mostly inhibitors | AID 1477, 2009 | Runt-related transcription factor 1 (Homo sapiens) + Core-binding factor subunit beta … | 230,000 tested, under 10 active | AlphaScreen CBFb-His/RUNX1-biotin binding, biochemical; further: % of control where 0% means no effect
#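 His-tagged CBF-beta and biotinylated RUNX1 (30 nM each) were premixed 20 min at room temperature, exposed to compound for 15 min, then given nickel-chelate and streptavidin AlphaScreen beads (50 ng each). After 90 min, AlphaScreen signal was read.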
# TR SRC2 fluor cs = Total Fluorescence Counterscreen for Inhibitors of the Interaction of Thyroid Hormone Receptor and Steroid Receptor Coregulator 2. TRb/SRC2 Texas Red total fluorescence interference. Potency, µM (highest dose often 106 µM), without a hit: at the top dose fluorescence change, negative = quenching. hit rate 0.29% among 280,000. AID 1479, 2009; active means well fitted curve in either direction with a large enough effect; inconclusive means small, poorly fitted or top-dose-only effect; further: potency means the concentration at half of the fitted maximal effect; on the % scale 0 is the no-effect control and ±100 the full control effect
#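 Flags fluorescent or light-absorbing compounds by total fluorescence, S + 2P, at 555 nm excitation and 632 nm emission. Mixture: 20 nM Texas Red SRC2 peptide, 0.6 uM human TRb LBD, 1 uM T3, 5% DMSO; compound exposure 5 h at ambient temperature.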
# Starred values were filed as active, the others as inactive; ? = inconclusive; . = no result given; [ ] = dose if it differs, or a comment. Unless noted, the call rests on the fitted dose curve; in most records, active means well fitted curve in the direction sought with a large enough effect; inconclusive means small, poorly fitted or top-dose-only effect, or another doubt; inactive means no such curve, though single readings can be large; an effect the other way counts as inactive or inconclusive. This is a subset; the hit share may differ from the screen's.
# Below each compound – NPSR antagonist | TRb-SRC2 inh | Tau fluor cs | Epigenetic reg | GLA spleen mod | Tau FP inhib | CBFb-RUNX1 inh | TR SRC2 fluor cs
O=c1oc2cc(OCc3ccc(F)cc3F)ccc2cc1-c1ccc2ccccc2n1
    ? | -7% | -9% | 3.5% | -2% | -4% | -2% | -3%
Cc1ccc(S(=O)(=O)N(C)C)cc1NC(=S)NCCCn1ccnc1
    14% | 0% | 9% | -0.1% | -2% | 8% | -12% | 4%
C/C(=N/NC(=O)c1cc(-c2ccc(Br)s2)[nH]n1)c1ccco1
    -19% | -7% | -28% | 2.1% | 4% | -15% | 6% | 1%
COc1ccc(C(=O)NCC(=O)OCC(=O)c2ccc3c(c2)NC(=O)CO3)cc1
    5% | -2% | 1% | 2.5% | -17% | 4% | -5% | -3%
O=C(Nc1nc(-c2cccs2)c(C(=O)C(F)(F)F)s1)c1ccco1
    10µM* | -6% | -6% | 1.7% | 1% | 5% | -2% | -2%
Cc1ccc2sc(-c3ccc(NC(=O)/C=C\C(=O)O)cc3)nc2c1
    -23% | -8% | -22% | -3.9% | ? | -3% | 7% | -3%
Cc1ccc2[nH]c(=O)c3cc(C(=O)N(C)Cc4ccco4)sc3c2c1
    ? | 1% | 6% | 1.7% | 12% | 2% | -9% | -1%
CCn1c(SCC(=O)c2cc(C)ccc2C)nc2cc(S(=O)(=O)N3CCOCC3)ccc21
    -22% | -1%[53 µM] | -19% | -0.3% | 4% | -3% | 9% | -3%[53 µM]
Cc1ccc(NC(=O)CCSc2nnc(C)s2)cc1
    8%[46.1 µM] | -2% | -2% | -0.8% | 5% | -10% | -2% | -4%
CC(C)(C)NS(=O)(=O)c1ccc2nc(NC(=O)Cc3cccs3)sc2c1
    -16%[46.1 µM] | -5% | -22% | 2.7% | 4% | 8% | 0% | 1%
O=C(NCCc1ccccc1)C1CCN(S(=O)(=O)c2ccccc2)CC1
    1%[46.1 µM] | -2% | -5% | 10% | -1% | 1% | 8% | 0%
CCOc1ccc(NCc2nc3ccccc3n2CCOc2ccc(C)cc2)cc1
    . | 2% | ? | 1.6% | . | 9% | . | -2%
COc1cc2c(cc1OC)C(c1cc(OC)c(OC)c(OC)c1)NCC2 (stereo not given)
    6% | -1% | -9% | -2.7% | -6% | 9% | 5% | -3%
CC(C)c1ccc(/C=N/NC(=O)c2ccccc2Cl)cc1
    28% | 13% | -13% | -6.0% | 2% | -4% | -2% | -2%
CC(=O)N=Cc1c(C)c(C#N)c(=O)n(C)c1O
    23% | 3% | -19% | -1.6% | 6% | -10% | -10% | 3%
O=C(c1coc2ccc(O)cc12)C1CC1
    ? | 3% | -4% | -2.6% | 4% | 12% | 2% | 0%
O=C(c1ccco1)N1CCN(CC(=O)N(C2CCCCC2)C2CCS(=O)(=O)C2)CC1 (stereo not given)
    -3%[46.1 µM] | -14% | -1% | -0.8% | 5% | -3% | 2% | 1%
COC(=O)C1=C(C)N(CC2CCCO2)C(=O)/C1=C\c1ccc(O)cc1 (stereo not given)
    -12%[46.1 µM] | -18% | -10% | 15% | -7% | -9% | -2% | 1%
COc1ccc(NC(=S)N(CCCN2CCOCC2)Cc2ccco2)cc1
    -2% | -1% | -8% | 0.0% | -2% | -5% | 2% | -1%
CC(C)(CNC(=O)C1CCCC1)CNC(=O)C1CCCC1
    -7%[46.1 µM] | 6% | 3% | ? | -7% | 3% | 4% | 2%
O=C(CSc1nnc(NC(=O)c2ccccc2Cl)s1)Nc1ccc2c(c1)oc1ccccc12
    1% | 13% | ? | 1.9% | -6% | -17% | -2% | -13%
Cc1cc(C(=O)N/N=C/c2ccc(-c3ccc(C)c(Cl)c3)o2)n[nH]1
    45% | 0% | -4% | 2.4% | 9% | -14% | 6% | -5%
Cc1ccc(C(=O)N/C(=C/c2ccccc2)C(=O)NCc2ccncc2)cc1
    -14% | 4% | -8% | -2.9% | -4% | -11% | -1% | 0%
O=C1N(Cc2cccnc2)C[C@@H]2C[C@@H](c3cccc(OCc4ccccc4)c3)N3CCC[C@@]123
    17% | -2% | -6% | -0.1% | 2% | -14% | -5% | -1%
Nc1ncnc2c1nc(N1CCCCC1)n2[C@@H]1O[C@@H]2COP(=O)(O)O[C@H]2[C@H]1O
    . | -2% | . | . | 4% | . | 2% | 1%
CCCC(C)c1nnc(NC(=O)C2CCCO2)s1 (stereo not given)
    22%[46.1 µM] | 7% | 15% | 0.9% | -2% | 4% | 13% | -5%
CC(=O)NC(CCCN1C(=O)c2ccccc2C1=O)c1nnn(C)n1 (stereo not given)
    10% | 0% | 5% | 0.0% | -7% | -2% | 2% | -3%
COc1cccc(-c2cc(C(=O)Nc3cccc(O)c3)no2)c1
    -18%[46.1 µM] | -11% | -18% | -1.4% | -3% | ? | -7% | 1%
CCOC(=O)c1c(C)[nH]c(C(=O)COC(=O)CCC2CCCC2)c1C
    8%[46.1 µM] | -9% | 2% | -1.7% | -6% | 2% | 6% | 1%
COc1cc(C(=O)NC2CC3CCCC(C2)N3C2CC2)cc(OC)c1OC (stereo not given)
    -27%[46.1 µM] | 0% | 3% | 0.0% | 2% | -8% | 2% | -3%
NS(=O)(=O)c1cccc(NC(=O)CCSc2ccccc2Cl)c1
    8% | 1%[53 µM] | 3% | -1.3% | 14% | 1% | -4% | -3%[53 µM]
CC1CCN(S(=O)(=O)c2ccc(NC(=O)Cn3nnc(-c4ccccc4)n3)cc2)CC1
    ? | 27% | ? | 3.8% | 11% | ? | 0% | 1%
O=C1CC(N2CCN(c3ccc(O)cc3)CC2)C(=O)N1Cc1cccs1 (stereo not given)
    -13%[46.1 µM] | -9% | -5% | -16% | 9% | 1% | -1% | 3%
CCOC(=O)CCNCc1ccc(OC)c(OC)c1
    -21% | 9% | -1% | 1.6% | -7% | 9% | ? | -3%
Cc1ccc(C(=O)c2nc3c(n2O)CCCC3)cc1
    -13%[46.1 µM] | -6% | -10% | -0.3% | 0% | 3% | -27% | -4%
CCC(=O)N1c2ccc(C)cc2C2=NNC(=S)NC21O (stereo not given)
    -6%[46.1 µM] | -2% | -18% | 0.0% | 5% | 1% | -12% | -5%
O=C(CCCOc1ccccc1)Nc1nnc(C2CCCO2)s1 (stereo not given)
    -4%[46.1 µM] | -6% | -8% | -1.6% | 4% | -10% | 1% | 1%
O=C(c1ccc2c(c1)OCO2)N1CCCC(c2ccccc2)C1 (stereo not given)
    2%[46.1 µM] | 5% | -2% | -1.9% | -15% | 1% | 6% | 2%
S=c1[nH]nc(-c2cc(-c3ccsc3)n[nH]2)n1-c1ccccc1
    47% | 1% | 8% | 1.1% | 3% | -7% | 3% | 0%
CC1=C(C(=O)Nc2ccc(F)cc2F)C2(CCCCCC2)OC1=O
    . | 13% | -13% | -2.8% | . | -7% | . | ?
O=C1C=C(NCCN2CCOCC2)CC(c2ccccc2)C1 (stereo not given)
    -10%[46.1 µM] | 7% | -9% | -0.9% | 1% | -4% | 4% | -2%
COc1ccc(C(=O)N2CCC(C(=O)Nc3ccc(OC)cc3OC)CC2)cc1
    . | 3% | -22% | 1.4% | . | -7% | . | -3%
COc1ccc(N2CCN(c3nc4c(c(=O)n(C)c(=O)n4C)n3CCCc3ccccc3)CC2)cc1
    -15%[46.1 µM] | 1% | 3% | 0.7% | 9% | 8% | 13% | -5%
CCN(CC)S(=O)(=O)c1cccc(-c2nc3n(n2)Cc2ccccc2-3)c1
    -17%[46.1 µM] | 0% | -9% | 0.0% | 11% | 0% | 4% | 2%

# Of the compounds above, these have a halogen:
# Below each compound – NPSR antagonist | TRb-SRC2 inh | Tau fluor cs | Epigenetic reg | GLA spleen mod | Tau FP inhib | CBFb-RUNX1 inh | TR SRC2 fluor cs
O=c1oc2cc(OCc3ccc(F)cc3F)ccc2cc1-c1ccc2ccccc2n1
    ? | -7% | -9% | 3.5% | -2% | -4% | -2% | -3%
C/C(=N/NC(=O)c1cc(-c2ccc(Br)s2)[nH]n1)c1ccco1
    -19% | -7% | -28% | 2.1% | 4% | -15% | 6% | 1%
O=C(Nc1nc(-c2cccs2)c(C(=O)C(F)(F)F)s1)c1ccco1
    10µM* | -6% | -6% | 1.7% | 1% | 5% | -2% | -2%
CC(C)c1ccc(/C=N/NC(=O)c2ccccc2Cl)cc1
    28% | 13% | -13% | -6.0% | 2% | -4% | -2% | -2%
O=C(CSc1nnc(NC(=O)c2ccccc2Cl)s1)Nc1ccc2c(c1)oc1ccccc12
    1% | 13% | ? | 1.9% | -6% | -17% | -2% | -13%
Cc1cc(C(=O)N/N=C/c2ccc(-c3ccc(C)c(Cl)c3)o2)n[nH]1
    45% | 0% | -4% | 2.4% | 9% | -14% | 6% | -5%
NS(=O)(=O)c1cccc(NC(=O)CCSc2ccccc2Cl)c1
    8% | 1%[53 µM] | 3% | -1.3% | 14% | 1% | -4% | -3%[53 µM]
CC1=C(C(=O)Nc2ccc(F)cc2F)C2(CCCCCC2)OC1=O
    . | 13% | -13% | -2.8% | . | -7% | . | ?

# Compound activity as filed in PubChem.
